Compound activity (PubChem)
FAS TE block = blocks the thioesterase domain of human fatty acid synthase; recombinant FAS-TE, OMFH fluorogenic substrate, fluorescence endpoint; P49327; AID 602261; hit rate 0.67% among 360,000; inhibition, % at 15 µM;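 active = compounds whose normalised, plate-corrected inhibition of enzyme fluorescence in the single-dose primary screen is 50% or more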;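 also: 0% = DMSO with enzyme and 100% = substrate without enzyme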
NRP1-CendR mod = alters CendR peptide binding to human NRP-1; O14786; FAM-RPARPAR peptide binding to NRP-1, fluorescence polarization; inhibition, % at 25 µM; hit rate 0.85% among 360,000; AID 602438;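 active = inhibition or corrected inhibition above about 18%, plus a signal ratio from 0.5 to 1.5, limit read from the data, passing the limit was not always enough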; also: strong numbers were not always called active
MT1-MMP act inh = blocks activation of human MT1-MMP; HT1080 RFP-PRO-GFP cells, GFP/RFP ratio fluorescence, overnight; percent of plate control window, DMSO zero; GFP/RFP ratio change, % at 20 µM; AID 651647; hit rate 0.061% among 360,000;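 active = GFP/RFP ratio change of at least 30% with cell ATP level not reduced by more than half and red fluorescence within 50% of control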; also: strong numbers were not always called active
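Material – HT1080 RFP-PRO-GFP cells · Control set – DMSO wells and RFP-L50D-GFP cells · Incubation – overnight cell settling, then overnight compound exposure, 37 °C, 5% CO2 · Compound dosing – single-point 20 µM compound, 1% DMSO · Read-out – GFP/RFP fluorescence ratio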
eLon inh = E. coli protease La inhibition | hit rate 0.42% among 360,000 | inhibition, % at 7.94 µM | AID 602123 | purified E. coli Lon protease, fluorescence polarization; in the data active = inhibition above about 13%, passing the limit was not always enough;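 also: 0% = enzyme with probe and DMSO and 100% = no enzyme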
Rin1 Abl inh = inhibitors of human Rin1-Abl protein interaction. P00519+Q13671. TR-FRET Rin1/Abl binding, biochemical. inhibition, % at 7.35 µM. hit rate 0.4% among 360,000. AID 588664; in the data active = inhibition above about 5%, passing the limit was not always enough
MsrA inhibitor = inhibits bovine methionine sulfoxide reductase A. AID 651718. purified bovine MsrA, absorbance read-out. hit rate 0.75% among 360,000. inhibition, % at 15.5 µM; in the data active = inhibition above about 4.5%;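 also: 0% = vehicle wells with enzyme and 100% = reference inhibitor wells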
MsrA act = bovine methionine sulfoxide reductase A activation | purified bovine MsrA, absorbance read-out | activation, % at 10.6 µM | hit rate 0.3% among 360,000; in the data active = activation above about 7.5%;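 also: 0% = vehicle and 100% = reference activator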
Neddylation inh = cullin neddylation inhibition | TR-FRET cullin neddylation, biochemical | AID 651699 | P61081+Q13564 | hit rate 0.58% among 360,000 | calls only at 25 µM; in the data active = inhibition above about 36%
Target sequence (P61081 whole entry, looked up): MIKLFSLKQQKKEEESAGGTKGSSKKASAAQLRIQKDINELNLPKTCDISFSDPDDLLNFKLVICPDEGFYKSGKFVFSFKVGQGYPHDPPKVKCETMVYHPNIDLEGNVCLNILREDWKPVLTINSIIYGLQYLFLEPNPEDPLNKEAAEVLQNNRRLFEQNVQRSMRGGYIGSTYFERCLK
Target sequence (Q13564 whole entry, looked up): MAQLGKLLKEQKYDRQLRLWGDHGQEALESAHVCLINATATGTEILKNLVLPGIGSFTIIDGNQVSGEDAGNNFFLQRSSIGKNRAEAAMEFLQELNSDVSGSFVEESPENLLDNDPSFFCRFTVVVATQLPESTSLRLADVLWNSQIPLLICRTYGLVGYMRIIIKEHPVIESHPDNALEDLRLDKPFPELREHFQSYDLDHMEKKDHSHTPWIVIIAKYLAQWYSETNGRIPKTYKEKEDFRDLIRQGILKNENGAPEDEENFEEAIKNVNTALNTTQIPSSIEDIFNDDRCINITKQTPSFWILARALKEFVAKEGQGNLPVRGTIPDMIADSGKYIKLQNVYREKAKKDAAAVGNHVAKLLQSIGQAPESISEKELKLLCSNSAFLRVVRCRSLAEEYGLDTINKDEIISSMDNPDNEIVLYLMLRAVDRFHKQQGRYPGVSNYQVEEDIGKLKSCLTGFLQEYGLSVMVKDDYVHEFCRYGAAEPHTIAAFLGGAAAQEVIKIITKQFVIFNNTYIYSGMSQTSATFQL
SKN-1 block = inhibitors of C. elegans SKN-1; hit rate 0.49% among 360,000; inhibition, % at 21.8 µM; C. elegans VP596 Pgst-4::GFP/RFP ratio, acrylamide-induced, 24 h;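 active = interference check ratio from 0.5 to 1.5 plus GFP to RFP signal ratio inhibition reaching or exceeding a fixed threshold, cut at about 30% in these data, passing the limit was not always enough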; also: some compounds called inactive have numbers as strong as hits
Active calls of the source: *; i = inactive; nt = not tested or not shown; + = active, no number.

The opening 2 entries, to show the layout:
SMILES	FAS TE block	NRP1-CendR mod	MT1-MMP act inh	eLon inh	Rin1 Abl inh	MsrA inhibitor	MsrA act	Neddylation inh	SKN-1 block
CC(C)(C)OC(=O)n1cccc1/C=C1\c2ccccc2C(=O)N1c1ccccc1	20	-63	-7	-35	-3	nt	-6	+	24
COc1ccc(-c2cc(CNC(=O)CN3CCN(C)CC3)on2)cc1	-7	3	-3	-5	0	-0.6	-11	i	-18

The listing, from the first entry:
SMILES	FAS TE block	NRP1-CendR mod	MT1-MMP act inh	eLon inh	Rin1 Abl inh	MsrA inhibitor	MsrA act	Neddylation inh	SKN-1 block
CC(C)(C)OC(=O)n1cccc1/C=C1\c2ccccc2C(=O)N1c1ccccc1	20	-63	-7	-35	-3	nt	-6	+	24
COc1ccc(-c2cc(CNC(=O)CN3CCN(C)CC3)on2)cc1	-7	3	-3	-5	0	-0.6	-11	i	-18
COc1ccc(Br)c(C(=O)OCC(=O)N2CCc3ccccc32)c1	32	12	5	-5	1	0.2	-3	i	22
CCN(CC)S(=O)(=O)c1ccc(C(=O)N2CCN(C(=O)c3ccco3)CC2)cc1	-8	11	1	2	0	1.4	-3	i	17
C=CCOc1nc2c(c(=O)n(C)c(=O)n2C)n1Cc1ccc(Cl)cc1	3	-1	-8	-4	0	-0.2	-5	i	2
O=C(Nc1ccc(-n2cnnn2)cc1)c1cccc(S(=O)(=O)N2CCCC2)c1	-1	-14	2	3	1	0.9	-6	i	-10
CC(=O)NS(=O)(=O)c1ccc(NC(=O)c2ccccc2F)cc1	-7	3	3	-4	1	1.3	-1	i	-9
CC(C)C[C@@H](CNCC(=O)[C@H](Cc1ccccc1)NC(=O)c1[nH]cnc1C(=O)N[C@@H](C)CN)NC(=O)c1nc[nH]c1C(=O)N[C@@H](CC(=O)O)C(=O)O	-6	15	0	6	-7	-1.3	-1	i	8
CC(=O)Nc1cc(Cl)c(N=Cc2ccc(O)cc2O)cc1Cl	0	4	-18	-11	1	0.8	-4	i	7
CC(OC(=O)c1ccc([N+](=O)[O-])o1)C(=O)Nc1nc(-c2ccc(F)c(F)c2)cs1 (configuration not stated)	10	-7	4	7	-2	0.8	-5	i	10
CC(CCc1ccccc1)NC(=O)CCNS(=O)(=O)c1ccccc1 (configuration not stated)	-6	10	0	-3	-2	0.1	-3	i	8
COc1ccc(NC(=O)N2CCCC(C(=O)Nc3ccccc3OC)C2)cc1 (configuration not stated)	-6	6	5	-10	3	-0.5	-3	i	-1
Cc1noc(C)c1NC(=O)N(C)C[C@H]1Oc2c(NC(=O)C3CC3)cccc2C(=O)N([C@H](C)CO)C[C@@H]1C	-12	4	-2	-1	2	-0.8	-3	i	-8
CCOC(=O)c1c(C)[nH]c(C(=O)COC(=O)c2ccc([N+](=O)[O-])o2)c1C	-2	-7	4	-1	0	0.9	2	i	-8
Cc1ccc(/C=C2/NC(=O)N(Cc3ccccc3F)C2=O)o1	-10	1	-4	4	2	1.9	-6	i	-12
CC(C)CCNc1nc2c(c(=O)[nH]c(=O)n2C)n1CC(O)COC(C)C (configuration not stated)	-5	-10	-2	5	-4	-1.1	-3	i	-14
CCC(C(=O)c1ccc(O)cc1)c1ccccc1 (configuration not stated)	-6	-4	-1	-5	0	1.5	-6	i	8
Cn1c(CCN2CCCC2)nc2cc(NC(=O)COc3ccc(Cl)cc3)ccc21	-5	19*	1	-16	-5	-1.5	-1	i	12
O=C(Cn1nc(-c2ccco2)ccc1=O)Nc1ccc(Cl)c(Cl)c1	59*	-8	5	3	3	0.5	-2	nt	27
CCOC(=O)C1(Cc2ccccc2C#N)CCCCC1=O (configuration not stated)	-6	11	5	-7	-1	-0.1	0	i	-3
CC(C)=CC(=O)Nc1nnc(C)s1	-7	14	6	0	5	0.3	1	i	-1
COC(=O)c1ccc(C(=S)N2CCCCC2)cc1	0	14	5	-6	1	-0.8	-10	i	5
COc1ccc(C(=O)N[C@H](C(=O)OCc2nc3ccsc3c(=O)[nH]2)C(C)C)cc1	-1	-10	-7	0	2	0.1	-7	i	-7
Cc1cccc(N(C(=O)Cn2nnc3ccccc32)C(C(=O)NCc2ccco2)c2ccncc2)c1C (configuration not stated)	-4	0	-3	-7	0	-0.1	-4	i	0
CC(=O)NC1=NN(C(C)=O)C2(S1)C(=O)N(C(C)C)c1ccc(C)cc12 (configuration not stated)	-6	7	3	-2	6	-1.4	-4	i	2
COc1ccc(CC(NC(C)=O)C(=O)NC2CCN(c3c4c(nc5ncnn35)CCC4)CC2)cc1 (configuration not stated)	-6	-10	3	3	0	-0.1	-4	i	28
N#Cc1ccc(-c2ccc(F)cc2)nc1Oc1ccccc1	25	-20	-5	0	4	0.1	1	nt	-15
OCC[C@@H]1C[C@@H](O)[C@H](O)[C@@]2(OCc3ccccc32)O1	-10	-6	-1	1	8	-1.0	-6	i	0
CCN(CC)S(=O)(=O)c1cccc(NC(=O)CN2C(=O)c3ccc([N+](=O)[O-])cc3C2=O)c1	10	-3	2	-8	-1	0.5	-7	i	-5
COc1ccc(-c2oc3ccccc3c(=O)c2OCC(=O)O)cc1	2	11	0	3	5	3.3	-16	nt	-1
Cc1ccc(OCC(=O)Nc2ccc(N3CCN(C(=O)c4ccc(C)cc4)CC3)cc2)cc1	4	-2	16	-11	2	2.4	3	i	9
CC(C)(C)SCCNC(=O)CN(c1ccccc1)S(=O)(=O)c1ccccc1	0	0	3	-4	-1	-0.3	0	i	2
CCNc1cc(O)ccc1C	-8	4	4	117*	1	nt	-7	i	70
COc1ccc(N2CCN(S(=O)(=O)CCNC(=O)Cc3ccc([N+](=O)[O-])cc3)CC2)cc1	-2	15	-1	4	-1	0.8	-2	i	-1
CCOc1ccc(-c2c(C(=O)N/N=C(\C)c3cccs3)nnn2-c2nonc2N)cc1	-4	2	-4	2	-1	-0.4	-1	i	4
COc1ccc(/C=C/C(=O)N(C)C2CCS(=O)(=O)C2)cc1 (configuration not stated)	-8	-5	2	-1	3	1.5	-3	i	6
CCN1C(C)=C(C)S/C1=C1\SC(=S)N(N)C1=O	-4	6	0	-6	-5	-0.8	-3	i	0
Cc1cc(OCc2cc3c(cc2Cl)OCO3)c2c(C)cc(=O)oc2c1	3	-6	-4	-10	0	-0.6	1	i	5
Cc1cc(C)c2nc(N3CCC(C(=O)NCC4CCCO4)CC3)sc2c1 (configuration not stated)	-4	15	7	7	6	0.2	-1	i	-16
CCOc1ccc2c(c1)C(C)=CC(C)(C)N2S(=O)(=O)c1ccc(C)cc1	24	14	-10	-12	3	-0.6	-1	i	-11
CC(=O)Nc1ccc(C(=O)Nc2ccc(S(=O)(=O)Nc3nccc(C)n3)cc2)cc1	-3	8	-3	-5	-1	-0.4	-2	i	16
CCCCNC(=O)CN1CCN(Cc2ccc3cc(OC)ccc3c2)CC1	-3	11	2	-5	2	0.1	-2	i	12
Cc1ccc(NC(=O)CNS(=O)(=O)c2cccs2)cc1F	-3	-14	-6	-27	0	0.7	-2	i	5
O=C(O)C1CCCCN1C(=O)c1ccc(S(=O)(=O)N2CCCC2)cc1 (configuration not stated)	-7	-4	3	9	2	1.1	-2	i	2
COCCCNC(=O)C[C@@H]1C[C@@]2(C(=O)OC)CC(C)(C)CC=C2N(Cc2ccccc2)C1=O	nt	-2	5	nt	nt	-1.1	nt	i	12
N#Cc1c(-c2ccccc2)cc(C2CC2)nc1SCC(=O)c1cccs1	20	3	-39	-8	-2	2.5	-3	i	-3
CC1=CC(C)(C)NC(=S)N1c1ccc(C)cc1C	-6	-3	-1	-1	3	-2.4	-2	i	9
CCN(Cc1ccccc1)S(=O)(=O)c1ccc2c(c1)NC(=O)CC(=O)N2	0	-3	-3	-3	1	0.7	-2	i	-17
CC(C)(c1ccccc1)c1ccc(OCCn2cnc3ccccc3c2=O)cc1	33	-2	12	8	0	1.7	1	i	5
Cc1ccc(NC(=O)CN2CCOCC2)cc1	-4	-9	2	-1	-1	-0.4	-1	i	9
COC(=O)Cc1csc(NC(=O)c2ccc3ncsc3c2)n1	-6	-37	-8	-21	1	0.2	-4	i	-1
C/C(=N\NC(=O)COc1ccc(C)cc1[N+](=O)[O-])c1cccs1	1	5	11	-10	1	1.8	0	i	-7
COc1ccc(C2C(C(=O)Nc3ccccc3OC)=C(C)Nc3ncnn32)cc1 (configuration not stated)	-5	2	0	-4	0	1.7	-4	i	-4
CC1=C(C(=O)N(C(C)C)C(C)C)CC(CC(=O)NC(c2ccccc2)c2ccccc2)C(=O)N1Cc1ccc(C(C)(C)C)cc1 (configuration not stated)	18	-5	-20	-1	2	1.2	-1	i	8
CC(C)NC(=O)C1(C)CN(S(C)(=O)=O)CC(=O)N1CCCN1CCOCC1 (configuration not stated)	nt	7	4	nt	nt	-1.1	nt	i	-8
O=C(Nc1cccc(-n2cnnn2)c1)c1ccco1	-3	-10	3	4	0	0.6	-1	i	4
COc1ccc(NS(=O)(=O)c2cc(NC(=O)[C@@H](NC(N)=O)C(C)C)ccc2C)cc1	-3	18	-6	-3	-1	-0.2	-8	i	-14
Cc1ccc(OCCSc2nnc(NC(=O)c3ccco3)s2)cc1	-4	17	-5	-1	1	-0.1	-2	i	17
Cc1noc(C)c1S(=O)(=O)N1CCN(c2ccccc2)CC1	5	-6	2	1	0	0.3	-3	i	5
Cc1ccc(C)c(SCC(=O)Nc2oc(C)c3c(C)n[nH]c(=O)c23)c1	-1	7	5	-11	0	-0.4	-3	i	-11
Remaining list, next part
SMILES	FAS TE block	NRP1-CendR mod	MT1-MMP act inh	eLon inh	Rin1 Abl inh	MsrA inhibitor	MsrA act	Neddylation inh	SKN-1 block
CC(C)(Oc1ccc(Cl)cc1)C(=O)OCC(=O)NCCc1ccc(S(N)(=O)=O)cc1	-5	-15	5	-5	1	0.6	-7	i	6
CNc1nc(Cl)nc2ncn(C)c12	-6	0	-2	-9	3	-0.1	-2	i	8
Cc1cc(C)n(CC(C)NC(=O)c2cc(COc3ccc(F)c(F)c3)on2)n1 (configuration not stated)	-2	-4	-4	-13	1	-0.6	-3	i	-11
CC1CCN(CCc2nc3cc(NS(=O)(=O)c4ccc(F)cc4)ccc3n2C)CC1	-10	-8	-4	-8	3	1.5	-2	i	21
CCOC(=O)c1cnc(-n2nc(C)cc2C)nc1NC	-11	-9	7	-17	4	-0.1	-4	i	2
CNC(=O)Nc1cccc2cccnc12	-4	1	-2	2	0	-0.3	-3	i	-2
CC(C)CCN1NC2(CCC(C)CC2)NC1=S (configuration not stated)	-7	-5	2	-1	1	1.2	-1	i	-11
CC1(NC(=S)Nc2ccc(NC(=S)NC3(C)CCS(=O)(=O)C3)cc2)CCS(=O)(=O)C1 (configuration not stated)	-5	10	1	1	-2	0.3	-3	i	2
O=C(/C=C/c1ccc(N2CCCCC2)c([N+](=O)[O-])c1)c1ccc(S(=O)(=O)N2CCCC2)cc1	9	-7	-5	-16	1	1.2	-1	i	-6
Cn1c(=O)n(C)c2cc(NS(=O)(=O)c3ccc(C(C)(C)C)cc3)ccc21	12	0	3	-6	2	1.8	-2	i	-5
CN1CCN(c2ccc(NS(=O)(=O)c3ccc(Cl)cc3)cn2)CC1	-2	8	-9	-2	-1	0.1	-2	i	-5

Single records, from the list above.
CN1CCN(c2ccc(NS(=O)(=O)c3ccc(Cl)cc3)cn2)CC1 is listed as FAS TE block = -2; NRP1-CendR mod = 8; MT1-MMP act inh = -9; eLon inh = -2; Rin1 Abl inh = -1; MsrA inhibitor = 0.1; MsrA act = -2; Neddylation inh = i; SKN-1 block = -5
Cn1c(=O)n(C)c2cc(NS(=O)(=O)c3ccc(C(C)(C)C)cc3)ccc21 is listed as FAS TE block = 12; NRP1-CendR mod = 0; MT1-MMP act inh = 3; eLon inh = -6; Rin1 Abl inh = 2; MsrA inhibitor = 1.8; MsrA act = -2; Neddylation inh = i; SKN-1 block = -5

Random draw from the library. About 4.2% of those tested had a hit in this group.
